DENV2 CPE rescue: inhibitors of DENV2 cytopathic effect, primary screen, cell-based, plate reader, single concentration; DENV2-infected cells, cytopathic effect rescue; CPE inhibition, % at 9.99 µM; hit rate 1.7% among 350,000; AID 651640, 2012; in the data active = CPE inhibition above about 20%, passing the limit was not always enough; inconclusive = no clear call, values can overlap the other calls; tested in BHK-21 cells;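 also: 0% = median of neutral control wells and 100% = median of positive control wells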
PAX8 reporter: inhibitors of PAX8-driven TPO luciferase reporter, primary screen, RMG-I cells, single concentration | inhibition, % at 12.6 µM | hit rate 1.2% among 360,000 | SteadyGlo, 24 h;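 active = mean replicate inhibition at least 60% with every replicate also reaching 60%; inconclusive = only one of the two criteria is met; inactive = mean below 60% and not all replicates reaching 60%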;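 also: luciferase light reporting Pax8 driven TPO promoter activity; plate controls were median of neutral control wells for no effect and mitoxantrone controls for full effect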
ARNT TACC3 PPI: disruptors of ARNT/TACC3 protein interaction, primary screen, biochemical, AlphaScreen, single concentration; hit rate 0.66% among 390,000; Transforming acidic coiled-coil-containing protein 3 (Homo sapiens), Q9Y6A5; AlphaScreen His-ARNT PAS-B/GST-TACC3 binding, luminescence; TACC3 fragment carries E629A point mutation; AID 623870, 2012; inhibition, % at 9.99 µM;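 active = mean inhibition of replicates at least 50% and at least half of replicates each reaching 50%; inconclusive = half or more replicates reach 50% but mean below 50%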;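 also: 0% = complete ARNT plus TACC3 wells and 100% = ARNT alone without TACC3; many hits fall short of the cut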
ERp5 inh: inhibitors of ERp5-driven insulin aggregation, primary screen, biochemical, turbidity, absorbance 650 nm, single point | 90 min | Protein disulfide-isomerase A6 (Homo sapiens), Q15084 | hit rate 0.05% among 350,000 | inhibition, % at 9.99 µM | AID 651711, 2012;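 active = mean replicate inhibition above about 25%, with every replicate also reaching it, limit read from the data, passing the limit was not always enough; inconclusive = only one of those two criteria met; inactive = neither criterion met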
Target sequence (Q15084 whole entry, looked up): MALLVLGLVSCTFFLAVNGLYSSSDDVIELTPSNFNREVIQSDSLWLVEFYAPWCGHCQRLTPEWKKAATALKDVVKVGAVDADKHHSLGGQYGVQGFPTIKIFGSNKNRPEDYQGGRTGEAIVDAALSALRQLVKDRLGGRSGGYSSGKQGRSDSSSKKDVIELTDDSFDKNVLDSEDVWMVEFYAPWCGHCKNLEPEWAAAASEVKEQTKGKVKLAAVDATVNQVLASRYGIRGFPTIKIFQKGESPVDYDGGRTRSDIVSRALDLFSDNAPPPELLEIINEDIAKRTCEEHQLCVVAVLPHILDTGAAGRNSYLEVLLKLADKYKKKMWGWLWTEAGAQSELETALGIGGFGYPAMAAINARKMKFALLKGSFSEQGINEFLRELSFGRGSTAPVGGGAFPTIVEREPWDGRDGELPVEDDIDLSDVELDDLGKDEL
Xi reactivation: activators of inactive X chromosome reactivation, primary screen, imaging, XiGFP fibroblasts, GFP high-content imaging, set 2. hit rate 0.055% among 360,000. AID 743238, 2013. activation, % at 7.58 µM. XiGFP mouse fibroblasts, % GFP-positive cells imaging, 3 d; cells co-treated with 5-aza-dC sensitizer; scaled so ellipticine positive control = 100%;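 active = mean normalized replicate activation at least 10% and every replicate at or above 10%; inconclusive = only one of the two criteria met; inactive = mean below 10% and not all replicates reach 10%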;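 also: 0% = median of on-plate neutral control wells and 100% = ellipticine 6 µM median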
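material = 68-5-11 XiGFP fibroblast line | medium = DMEM plus 5-aza-dC sensitizer | schedule = 3 days compound exposure | benchmarks = positive control ellipticine, 6 µM final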
F508del corr: F508del CFTR correction, initial screen, CFBE line, single point; AID 720511, 2013; activity (quench increase), % at 7.58 µM; CFBE cells, YFP halide quenching; stimulated with forskolin plus potentiator P3; % fluorescence drop versus neutral controls; hit rate 0.36% among 350,000;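 active = mean added fluorescence quench of at least 8% versus neutral control, with both replicates also reaching 8%; inconclusive = only one of the mean or replicate conditions met; inactive = mean below 8% and not both replicates reaching 8%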;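 also: cells transiently co-express mutant CFTR-F508del with the halide-sensitive YFP; corrector assay measuring rescue of mutant channel to the surface after 24 h compound exposure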
INS-1E GSIS act: GLuc luminescence reporter in INS-1E cells, primary screen for activators of glucose-dependent secretion of insulin; AID 743287, 2014; INS-1E GLuc reporter insulin secretion, 2-3 h; hit rate 0.61% among 370,000; activation, % at 16.6 µM;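 active = lowest replicate activation of at least 40%, so every replicate reaches that level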;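 also: 0% = median of neutral control wells and 100% = median of IBMX positive control wells; some compounds called inactive have numbers as strong as hits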
EWS-Fli block: EWS/Fli-driven NR0B1 reporter inhibitors, primary screen, A673 cells, NR0B1 luciferase, luminescence, MLPCN library | viability-normalised | inhibition, % at 12.6 µM | hit rate 0.67% among 350,000 | AID 651661, 2012;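 active = mean inhibition of at least 50% after viability correction, with every replicate also passing that limit; inconclusive = mean reaches 50% but only one of two replicates passes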;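 also: firefly luciferase signal divided by Alamar Blue viability fluorescence both relative to DMSO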
Active calls of the source: *; ? = inconclusive; . = not tested or not shown.

SMILES	DENV2 CPE rescue	PAX8 reporter	ARNT TACC3 PPI	ERp5 inh	Xi reactivation	F508del corr	INS-1E GSIS act	EWS-Fli block
CC(C)CC1=NN2C(=N)/C(=C\c3coc4ccccc4c3=O)C(=O)N=C2S1	.	3	-21	.	0.1	.	-34	.
COc1ccc(-c2ccc3c(c2)[C@@H]2[C@@H](CCN2C(=O)NC2CCCCC2)[C@H](CO)N3C)cc1	-26	82*	10	2	0.0	1.2	-3	-6
COc1ccc(S(=O)(=O)N[C@H]2C=C[C@@H](CC(=O)N3CCc4ccccc4C3)O[C@H]2CO)cc1	-5	17	3	-8	0.3	-0.7	3	1
CC(C)n1c(SCC(=O)NC2CC2)nnc1C1CC1	-12	-9	-5	-17	0.0	3.1	-1	2
O=C1CCC(=O)N1CC(O)COc1ccccc1 (stereo not drawn)	5	-2	-18	-1	0.3	-1.7	21	-2
O=C(OCC#CCSc1nnc(-c2cccc3ccccc23)o1)c1cc2ccccc2o1	-8	-23	-9	1	-0.1	-3.9	-8	-2
CCn1nc(NS(=O)(=O)c2ccc(C)cc2)c2cc3ccccc3nc21	10	-14	-8	4	0.0	-0.4	20	14
CO[C@@H]1CN(C)C(=O)c2cc(NC(=O)c3ccc4c(c3)OCO4)ccc2OC[C@H](C)N(CC2CC2)C[C@@H]1C	2	2	-5	-3	0.0	-1.5	3	-2
COC(=O)c1cscc1S(=O)(=O)Cc1ccccc1	-1	15	5	6	0.0	3.1	-7	-8
CSc1ccccc1-c1n[nH]c(=S)o1	-2	-15	-3	0	0.0	2.9	.	5
C[C@@H]1CCCCO[C@H](CN(C)Cc2ccc(C(=O)Nc3ccccc3N)cc2)[C@@H](C)CN([C@@H](C)CO)C(=O)c2cc(NS(=O)(=O)c3ccc(Cl)cc3)ccc2O1	4	89*	35	-3	0.6	1.3	15	59*
O=C(Nc1cccc(F)c1)/C(=C\c1ccco1)NC(=O)c1ccco1	2	11	5	-2	0.0	-1.1	-7	.
Cc1noc(C)c1NC(=O)N(C)C[C@@H]1Oc2ccc(NS(=O)(=O)c3cccs3)cc2CC(=O)N([C@H](C)CO)C[C@H]1C	-9	5	-12	.	-0.6	-3.2	14	-8
O=C(Nc1cccc(S(=O)(=O)N2CCCCC2)c1)c1ccco1	0	2	.	-1	0.0	0.7	-9	-3
CCC(Cc1ccccc1)NC(=O)C1CCN(c2nn3c(=O)cc(C)nc3s2)CC1 (stereo not drawn)	8	-27	6	14	0.0	2.3	14	-2
CN1CCN(CC(=O)Nc2cc(N3CCOCC3)ccc2[N+](=O)[O-])CC1	-2	5	-4	0	0.1	1.5	-11	0
CN(C)C(=O)c1ccc(-c2ccc(C3[C@H]4CNC[C@@H]3N4C(=O)Nc3cc(F)ccc3F)cc2)cc1 (stereo partly drawn)	2	-29	.	2	0.0	-2.2	-4	-1
C[C@@H]1CN([C@@H](C)CO)C(=O)c2cc(NC(=O)Nc3ccc(F)cc3)ccc2O[C@@H]1CN(C)S(C)(=O)=O	-1	-14	-1	-1	-1.2	2.0	4	6
CO[C@@H]1CN(C)C(=O)c2ccc(NS(C)(=O)=O)cc2OC[C@H](C)N(C(=O)C2CCCC2)C[C@@H]1C	2	-14	-12	5	0.3	-0.8	11	-6
CCCOc1ccc(C2=NNC(=O)CC2)cc1	0	-4	5	8	0.3	.	23	-3
CN(C)C(CNc1ccc(C(F)(F)F)cn1)c1ccccc1 (stereo not drawn)	-1	-1	-1	4	0.1	1.3	10	-4
CCC(=O)N1CC2(C1)CN(C(=O)Cc1ccccc1)[C@@H](CO)c1c2c2ccc(OC)cc2n1C	2	.	.	-6	0.2	0.4	-7	-2
C#CCOCCOCCOCCNc1nc(N2CCN(C(=O)Cn3cc(CCO)nn3)CC2)nc(N2CCN(C(=O)[C@H](C)n3cc(CCCN=C(N)N)nn3)CC2)n1	?	-14	3	0	0.2	-1.0	21	-14
CC1CCCCC1NC(=O)CSc1nnc(-c2ccncc2)n1CCCN(C)C (stereo not drawn)	14	0	-10	3	0.0	-1.3	10	1
O=C(NC1CC1)c1ccc2c(c1)N(Cc1ccccc1)CCS2	3	-4	18	1	0.2	-2.5	0	-10
O=C(Nc1ccc(F)cc1)N1CC(=O)N2[C@H](CO)[C@H](c3ccc(-c4ccccc4)cc3)[C@H]2C1	15	12	.	3	0.0	1.6	-5	14
N#C/C(=C\c1ccc(Cl)s1)C(=O)N1CCN(c2ccccc2)CC1	.	3	-4	.	-0.1	.	-5	.
Cc1ccc(S(=O)(=O)N2[C@@H](Cc3ccccc3)CO[C@H]2CC(=O)c2cccc3ccccc23)cc1	-2	10	.	2	-0.1	-6.5	.	-6
CO[C@@H]1CN(C)C(=O)c2cc(NC(=O)c3ccccc3F)ccc2OC[C@@H](C)N(C(C)=O)C[C@@H]1C	-2	21	-1	0	0.3	1.2	17	-1
Cc1ccc(OCC(O)Cn2c(N3CCCCC3)nc3c2c(=O)[nH]c(=O)n3C)cc1 (stereo not drawn)	-6	-8	-7	2	0.1	-1.7	-8	4

Reprinted at random: six records from the list.
SMILES	DENV2 CPE rescue	PAX8 reporter	ARNT TACC3 PPI	ERp5 inh	Xi reactivation	F508del corr	INS-1E GSIS act	EWS-Fli block
N#C/C(=C\c1ccc(Cl)s1)C(=O)N1CCN(c2ccccc2)CC1	.	3	-4	.	-0.1	.	-5	.
O=C(Nc1ccc(F)cc1)N1CC(=O)N2[C@H](CO)[C@H](c3ccc(-c4ccccc4)cc3)[C@H]2C1	15	12	.	3	0.0	1.6	-5	14
C[C@@H]1CN([C@@H](C)CO)C(=O)c2cc(NC(=O)Nc3ccc(F)cc3)ccc2O[C@@H]1CN(C)S(C)(=O)=O	-1	-14	-1	-1	-1.2	2.0	4	6
CO[C@@H]1CN(C)C(=O)c2cc(NC(=O)c3ccccc3F)ccc2OC[C@@H](C)N(C(C)=O)C[C@@H]1C	-2	21	-1	0	0.3	1.2	17	-1
CN(C)C(CNc1ccc(C(F)(F)F)cn1)c1ccccc1 (stereo not drawn)	-1	-1	-1	4	0.1	1.3	10	-4
C#CCOCCOCCOCCNc1nc(N2CCN(C(=O)Cn3cc(CCO)nn3)CC2)nc(N2CCN(C(=O)[C@H](C)n3cc(CCCN=C(N)N)nn3)CC2)n1	?	-14	3	0	0.2	-1.0	21	-14

Next part
SMILES	DENV2 CPE rescue	PAX8 reporter	ARNT TACC3 PPI	ERp5 inh	Xi reactivation	F508del corr	INS-1E GSIS act	EWS-Fli block
COC(=O)c1cc(OC)c(OC)cc1NC(=S)N1CCCCC1	10	.	1	1	.	0.3	2	9
CCCN(C)C[C@H]1OCCCC[C@@H](C)Oc2ccc(NS(=O)(=O)c3ccc(OC)cc3)cc2C(=O)N([C@H](C)CO)C[C@H]1C	-8	21	45	4	0.2	-1.0	-10	5
CCc1c(C)nc2c(OC)cccc2c1Cl	5	-1	-14	4	0.1	0.9	10	-14
O=C(NCCNC(=O)c1ccc(-c2cccc(Cl)c2)o1)c1cnccn1	6	-17	.	-3	-0.1	-0.8	-8	-10
COc1cccc(CNc2nc3cc(-c4ccc(C(=O)N5CCN(C)CC5)cc4)sc3c(=O)n2C)c1	-9	21	.	0	0.0	2.0	2	17
CC(=O)Oc1ccc2cc(-c3ccccc3)c(=O)oc2c1	-2	-51	-2	1	0.0	-2.0	19	-38
CCCCN(CC)Cc1ccc(CNC(=S)Nc2cccc(F)c2)o1	2	10	-4	-1	6.9	1.0	-12	9
CSc1sc(-c2ccnc(=S)[nH]2)c(-c2ccccc2)c1C#N	-1	5	.	2	-0.1	0.8	18	-5
CNC[C@@H]1OCCCC[C@H](C)Oc2ccc(NC(=O)c3ccccc3)cc2C(=O)N([C@@H](C)CO)C[C@H]1C	0	-2	0	4	-0.6	-1.4	15	-2
COc1ccc(S(=O)(=O)N2CCC(C(=O)N3CCC(C(N)=O)CC3)CC2)cc1Cl	-3	-7	.	6	0.1	0.1	0	0
Cc1cc(C=O)c(C)n1-c1ccc(Oc2ccc([N+](=O)[O-])cn2)cc1	-2	-1	-11	-1	0.2	.	9	6
CCC(C)/C=C/C1=CC2=C(Cl)C(=O)C3(C)OC(=O)C(C(=O)C(C)C(C)O)C3C2=CO1 (stereo not drawn)	10	.	19	1	.	-0.9	.	9
C=CCN(c1ccccc1)S(=O)(=O)c1cccc(C(=O)NNC(=O)c2ccccc2O)c1	2	.	14	-25	0.0	3.2	-53	18
C[C@@H]1CCCCO[C@@H](CN(C)C(=O)Nc2ccc3c(c2)OCO3)[C@@H](C)CN([C@@H](C)CO)C(=O)c2cc(NC(=O)c3ccccc3)ccc2O1	-3	.	.	6	0.0	2.0	-16	-2
CSCCC(NC(=O)c1ccco1)C(=O)NCC(c1ccccc1)N(C)C (stereo not drawn)	-3	-13	-4	-3	0.4	-3.1	10	-15
COc1ccc(CCNC(=O)c2cn3ccc(C)cc3n2)cc1OC	-3	-8	0	-1	0.0	4.8	2	-7
O=S(=O)(Nc1ccc(-n2cnnn2)cc1)c1ccc(F)c(F)c1F	1	-6	-3	-4	-0.1	1.0	27	19
CN1C(=O)c2cc(NC(=O)Nc3ccccc3F)ccc2OC[C@@H]2O[C@H](CC(=O)O)CC[C@H]21	-3	12	-5	.	0.2	0.9	8	-9
CC(C)NC(=O)N(C)C[C@H]1Oc2cc(C3=CCCC3)ccc2S(=O)(=O)N([C@@H](C)CO)C[C@H]1C	.	.	10	9	-0.9	-1.0	4	-6
Cc1csc(N(C(=O)Cc2ccccc2F)c2ccccc2)n1	-10	53	1	-4	0.0	-1.4	.	1
Cc1ccc(S[C@@H](CCN2CC[C@H](C)CCC2=O)c2ccccc2)cc1	-1	14	-1	4	0.0	4.0	-41	22
C[C@H](CO)N1C[C@H](C)[C@H](CN(C)C(=O)C2CCCCC2)Oc2cc(-c3ccc(C(=O)N(C)C)cc3)ccc2S1(=O)=O	-8	.	3	9	-1.3	-4.2	-10	6
CC(Sc1nnc(-c2ccncc2)n1C)C(=O)Nc1ccc(N2CCOCC2)cc1 (stereo not drawn)	7	0	-2	5	4.0	-0.5	.	-4
CC(C(=O)N1CCc2ccccc21)N1CCN(S(=O)(=O)c2cccc(C(F)(F)F)c2)CC1 (stereo not drawn)	0	1	3	4	-0.1	0.7	-37	2
CCCn1ncc(CN2CCN(Cc3ccc(C)o3)C(CCO)C2)c1C (stereo not drawn)	2	11	4	-6	-0.7	-0.2	2	1
COCC#Cc1ccc2c(c1)O[C@@H](CN(C)Cc1cncnc1)[C@H](C)CN([C@@H](C)CO)S2(=O)=O	8	.	-4	-6	-0.4	0.1	3	1

Screens as filed in PubChem BioAssay.

Compounds were not picked by outcome. About 4.2% of those tested had a hit in this group.
